EPAC2 antagonist = qHTS for Antagonist of cAMP-regulated guanine nucleotide exchange factor 2 (EPAC2): primary screen | Rap guanine nucleotide exchange factor 4 (Homo sapiens), Q8WZA2 | EPAC2 GEF exchange of Rap1B-BODIPY-GDP, fluorescence | Potency, µM (titrated, usually from 114 µM), inactives show top-dose activity, negative = inhibition, hits mostly inhibitors | actives 0.18% (n = 360,000) | AID 720708, 2013; also: potency is read from the fitted curve at half-maximal effect; % is scaled to controls: 0 for no effect and ±100 for the full control effect; nearly all actives have a fitted effect of over 45% in size; many of its hits are not listed in these tables
CCT modulator = High-Throughput Screening for Modulators of Cytosolic Chaperonin Activity. purified chaperonin ATPase assay, HTRF ADP detection, 30 min. activity change, % (concentration not given with the values), hits read low. actives 0.3% (n = 360,000). AID 651819, 2012; in the data active = activity change below about -30%; also: % is scaled to controls: 0 for no effect and ±100 for the full control effect
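TRiC (40 or 20 nM final, by batch activity) in 30 mM Tris pH 7.4, 100 mM KCl, 5 mM MgCl2, 1 mM DTT was treated with compound at 76 uM single dose, then 10 uM ATP, 30 min at 37 °C. ADP was read by HTRF Transcreener.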
Mm-Cpn inhibitor = Inhibitors of TCP-1 ring complex (TRiC) of Methanococcus maripaludis (MmCpn): qHTS; Chaperonin Mm-Cpn (Methanococcus maripaludis); purified Mm-Cpn ATPase, ADP Transcreener TR-FRET; Potency, µM (series often up to 76.9 µM), for inactives: at the highest dose activity, negative = inhibition, usual class: inhibitors; actives 0.031% (n = 330,000); also: potency is read from the fitted curve at half-maximal effect; % is scaled to controls: 0 for no effect and ±100 for the full control effect; nearly all actives have a fitted effect of over 80% in size
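Measured: ADP formation by purified Mm-CPN. Conditions: 25 nM protein, 10 uM ATP, Tris pH 7.4 with Mg2+, K+ and DTT, 37°C for 30 min. Detection: Transcreener HTRF after 30 min at room temperature.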
EPAC1 ag = qHTS for Agonist of cAMP-regulated guanine nucleotide exchange factor 3 (EPAC1): primary screen. Rap guanine nucleotide exchange factor 3 (Homo sapiens), O95398. EPAC1 agonist qHTS, biochemical assay; response scale: 100% = response to 6.5 mM cAMP. Potency, µM (titrated, usually from 154 µM), for the others: top-dose activation, hits mostly activators. actives 0.073% (n = 360,000); also: potency is read from the fitted curve at half-maximal effect; nearly all actives have a fitted effect of over 60% in size
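Nucleotide exchange assay: 100 nM EPAC1 with 250 nM Rap1B loaded with BODIPY-GDP and 50 uM GDP, room temperature. Fluorescence (480/540 nm) read every 5 min for 30 min; signal change normalized to 6.5 mM cAMP as full agonist.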
EPAC1 antag = qHTS for Antagonist of cAMP-regulated guanine nucleotide exchange factor 3 (EPAC1): primary screen | Rap guanine nucleotide exchange factor 3 (Homo sapiens), O95398 | EPAC1 GEF assay, Rap1b-BODIPY-GDP exchange fluorescence | Potency, µM (series often up to 115 µM), without a hit: at the highest dose activity change, negative = inhibition, actives largely listed as inhibitors | actives 0.14% (n = 360,000) | AID 720709, 2013;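 also: potency is read from the fitted curve at half-maximal effect; plate controls were vehicle for no effect and positive control for full effect; nearly all actives have a fitted effect of over 50% in size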
WRN helicase inh = qHTS for Inhibitors of WRN Helicase. Bifunctional 3'-5' exonuclease/ATP-dependent helicase WRN (Homo sapiens), Q14191. WRN helicase unwinding, fluorescent forked duplex, kinetic. Potency, µM (doses to about 114 µM), inactives show top-dose activity change, negative = inhibition, most hits filed as inhibitors. actives 0.46% (n = 360,000). AID 651768, 2012; also: potency is read from the fitted curve at half-maximal effect; % is scaled to controls: 0 for no effect and ±100 for the full control effect; nearly all actives have a fitted effect of over 55% in size
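WRN at 20 nM final preincubated with compound 15 min at room temperature; reaction started with 100 nM fluorophore/quencher forked duplex oligonucleotide and 2 mM ATP final. Unwinding followed kinetically by red fluorescence (ex 525, em 598 nm).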
PLK1 PBD inh = qHTS for Inhibitors of PLK1-PDB (polo-like kinase 1 - polo-box domain): Primary Screen; Potency, µM, inactives show max response, negative = inhibition, most hits filed as inhibitors; Serine/threonine-protein kinase PLK1 (Homo sapiens), P53350; actives 2.8% (n = 360,000); Plk1 PBD binding of FITC phosphopeptide, fluorescence polarization; also: potency is read from the fitted curve at half-maximal effect; series mostly up to about 57 µM; % is scaled to controls: 0 for no effect and ±100 for the full control effect; nearly all actives have a fitted effect of over 65% in size
Target sequence (P53350 whole entry, looked up, the tested form may be a part): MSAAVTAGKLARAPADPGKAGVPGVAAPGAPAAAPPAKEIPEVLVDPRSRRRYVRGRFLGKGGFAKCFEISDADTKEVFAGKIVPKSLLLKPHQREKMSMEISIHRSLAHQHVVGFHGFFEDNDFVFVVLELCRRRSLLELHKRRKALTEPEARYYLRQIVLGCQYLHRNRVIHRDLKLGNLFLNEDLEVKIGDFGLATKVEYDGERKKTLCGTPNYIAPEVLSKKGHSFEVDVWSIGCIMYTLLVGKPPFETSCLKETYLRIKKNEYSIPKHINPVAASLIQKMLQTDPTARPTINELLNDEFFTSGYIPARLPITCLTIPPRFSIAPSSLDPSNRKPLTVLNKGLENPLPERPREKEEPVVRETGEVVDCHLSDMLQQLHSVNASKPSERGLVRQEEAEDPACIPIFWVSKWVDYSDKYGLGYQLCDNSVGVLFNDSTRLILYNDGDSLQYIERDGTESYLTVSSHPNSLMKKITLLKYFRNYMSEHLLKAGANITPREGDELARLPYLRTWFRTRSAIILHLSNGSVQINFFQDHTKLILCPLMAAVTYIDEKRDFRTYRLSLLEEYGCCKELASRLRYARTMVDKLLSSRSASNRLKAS
PI5P4K alpha inh = qHTS for Inhibitors of phosphatidylinositol 5-phosphate 4-kinase (PI5P4K). PI5P4Kalpha enzyme, ADP-Glo luminescence, 60 min; active compounds read low. Phosphatidylinositol 5-phosphate 4-kinase type-2 alpha (Homo sapiens), P48426. AID 652105, 2013. actives 1.2% (n = 330,000). max response, %; active = max response of -50% or lower; inconclusive = between -30% and -50%; inactive = -30% or higher; also: value at the top dose of about 77 µM; % is scaled to controls: 0 for no effect and ±100 for the full control effect
Target sequence (P48426 whole entry, looked up): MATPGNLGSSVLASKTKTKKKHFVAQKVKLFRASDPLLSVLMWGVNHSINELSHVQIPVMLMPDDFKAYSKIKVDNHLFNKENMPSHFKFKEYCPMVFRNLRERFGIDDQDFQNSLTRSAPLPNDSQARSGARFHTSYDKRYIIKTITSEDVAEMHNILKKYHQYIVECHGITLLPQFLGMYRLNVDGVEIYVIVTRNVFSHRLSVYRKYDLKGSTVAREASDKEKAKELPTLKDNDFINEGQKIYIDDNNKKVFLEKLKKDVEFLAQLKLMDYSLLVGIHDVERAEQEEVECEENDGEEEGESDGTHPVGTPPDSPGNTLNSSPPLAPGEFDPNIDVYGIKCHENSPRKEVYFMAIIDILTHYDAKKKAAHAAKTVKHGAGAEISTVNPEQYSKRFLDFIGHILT
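Luminescence from ADP-Glo served as readout of PI5P4Kalpha activity in a qHTS format. Reaction: enzyme, substrate, compound, ATP at 5 microM final, 60 min at RT.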
* marks the source's active call; other numbers are inactive results; ? = inconclusive; / = not tested or not shown; [ ] = remark or other dose. Unless noted, calls follow the shape of the dose curve; as a rule, active = well fitted curve in the direction sought with a large enough effect; inconclusive = small, poorly fitted or top-dose-only effect, or another doubt; inactive = no such curve, though single readings can be large; an effect the other way counts as inactive or inconclusive.

SMILES	EPAC2 antagonist	CCT modulator	Mm-Cpn inhibitor	EPAC1 ag	EPAC1 antag	WRN helicase inh	PLK1 PBD inh	PI5P4K alpha inh
COc1cc2c(cc1OC)C(C)N(C(=O)c1cccs1)CC2 (stereo not drawn)	9%	-3.0	-1%	4%	10%	-1%	-3%	2
O=C(NCCCN1CCCC1=O)c1ccc(NS(=O)(=O)c2ccc(F)cc2)cc1	0%	-3.0	0%	4%	0%	-1%	-1%	5
CC(C)=NNc1nc2c(c(=O)n(C)c(=O)n2C)n1C	-2%	-0.4	-2%	-10%	-3%	1%	-9%	-12
CCc1cccc(OCC(=O)Nc2ccc(S(=O)(=O)Nc3ccccn3)cc2)c1	-4%	-1.9	2%	3%	-10%	9%	1%	2
Cc1cccc(NC(=O)C2CCN(C(=O)NCc3ccccc3)CC2)c1C	6%	1.3	-2%	5%	7%	15%	-6%	-3
CC(=O)Nc1ccc(S(=O)(=O)NCc2cc(=O)n(C)c(=O)n2C)cc1	-7%	2.2	-4%	12%	1%	-1%	1%	4
COc1ccc(C(=O)NC(C)C2CC3CCC2C3)cc1 (stereo not drawn)	7%	0.1	-2%	-3%	0%	-3%	-12%	1
O=C(NCc1cccc(C(F)(F)F)c1)c1ccc2sc([C@@H]3O[C@H](CO)[C@@H](O)[C@H]3O)nc2c1	-7%	1.2	/	-1%	-12%	-4%	-2%	-3
O=S1(=O)CC(N2CCCCC2)CN1Cc1cn(Cc2cccc(Cl)c2)nn1 (stereo not drawn)	8%	0.8	/	8%	-17%	-5%	3%	-1
CCN(CC)S(=O)(=O)c1ccc2c(c1)c(=O)c(C(=O)NCc1cccs1)cn2C	0%	-1.9	3%	-13%	-15%	-3%	0%	-2
CC1CCC(NC(=O)CSc2nncn2C)CC1 (stereo not drawn)	-7%	0.9	-3%	7%	-9%	-8%	-4%	8
O=C1C2C3C=CC(C4CC34)C2C(=O)N1c1cccc2ccccc12 (stereo not drawn)	-5%	-1.3	0%	3%	-19%	5%	0%	-2
Cc1ccc(C(=O)Nc2ncccc2C)cc1S(=O)(=O)N1CCOCC1	3%	1.3	2%	0%	-3%	11%	-5%	-6
COc1cccc(NC(=O)CN(C)CC(=O)Nc2ccc(C)cc2Cl)c1	5%	-2.5	-3%	-5%	7%	-35%	3%	0
Cc1ccc(-c2csc(NC(=O)c3ccc([N+](=O)[O-])o3)n2)cc1	4%	-1.6	0%	13%	-22%	3%	-20%	-15

Some entries already given, limited to Mm-Cpn inhibitor and PLK1 PBD inh:
compound	Mm-Cpn inhibitor	PLK1 PBD inh
Cc1cccc(NC(=O)C2CCN(C(=O)NCc3ccccc3)CC2)c1C	-2%	-6%
CC(=O)Nc1ccc(S(=O)(=O)NCc2cc(=O)n(C)c(=O)n2C)cc1	-4%	1%

Next structures follow.
SMILES	EPAC2 antagonist	CCT modulator	Mm-Cpn inhibitor	EPAC1 ag	EPAC1 antag	WRN helicase inh	PLK1 PBD inh	PI5P4K alpha inh
CCCCN(C(=O)C1CCCC1)C1CCS(=O)(=O)C1 (stereo not drawn)	-2%	1.7	3%	-6%	-15%	-33%	-15%	4
O=S1(=O)CC(O)C(Nc2ccc(Cl)cc2)C1 (stereo not drawn)	3%	-0.7	0%	-2%	-17%	0%	-16%	1
Cc1ccc(OS(=O)(=O)c2ccc(N3C(=O)CCC3=O)cc2)cc1	-8%	0.4	1%	0%	1%	-3%	-3%	0
O=C(NCCS(=O)(=O)N1CCCCCC1)c1ccccc1	-5%	0.6	0%	-17%	-15%	-17%	-12%	-3
Cc1cc2cc(CN(CC3CCCO3)C(=S)NCc3ccco3)c(=O)[nH]c2cc1C (stereo not drawn)	-22%	-2.9	-5%	18%	-20%	-27%	-8%	3
Cc1ccc(NC(=O)CN2CCN(C)CC2)cc1S(=O)(=O)N1CCOCC1	-4%	0.3	1%	6%	3%	0%	-5%	8
COc1ccc(C(C[N+](=O)[O-])c2c(C)[nH]c3ccccc23)cc1OC (stereo not drawn)	-16%	-0.2	-3%	2%	-19%	-34%	-4%	-2
COCCn1nnnc1CN(CCCN1CCOCC1)Cc1cc2c(C)ccc(C)c2[nH]c1=O	-3%	1.9	0%	2%	7%	5%	-16%	-12
CN(C)CCn1c(C(=O)Nc2ccccc2)cc2ccccc21	-5%	-0.5	-13%	7%	-26%	-10%	5%	-5
CSc1cccc(NC(=O)C2CCCN(S(=O)(=O)c3cccs3)C2)c1 (stereo not drawn)	-13%	-1.0	-8%	3%	5%	0%[57.1 µM]	1%	2
Cc1ccc(-c2csc3ncnc(-n4nc(C)cc4N)c23)cc1	3%	-95*	2%	5%	0%	1%	-4%	1
COc1ccccc1C(CNC(=O)c1ccc(S(=O)(=O)N2CCCCC2)cc1)N(C)C (stereo not drawn)	6%	0.2	0%	10%	8%	-4%	-1%	0
Cc1oc2ccc(O)cc2c1C(=O)OC(C)C	-1%	-2.0	0%	13%	5%	-7%	-6%	/
Cc1ccc(-c2cc(C(=O)Nc3ccc(S(=O)(=O)Nc4nccs4)cc3)c3ccccc3n2)c(C)c1	2%	-1.5	-3%	4%	1%	-35%	5.3µM*	?
COc1ccc(C)cc1NC(=O)COC(=O)Cc1c[nH]c2ccccc12	-13%	-6.4	/	12%	0%	1%	-1%	3
COC(C(=O)Nc1ccnn1C1CCN(C(=O)c2ccc(C=O)cc2)CC1)c1ccccc1 (stereo not drawn)	-2%	1.8	-2%	4%	?	-3%	-3%	-3
Cc1ccc(S(=O)(=O)N2CCCC2)cc1[N+](=O)[O-]	1%	-6.8	1%	-4%	5%	2%	-7%	3
Cc1cc(C)n(-c2nc3c(c(=O)[nH]c(=O)n3C)n2Cc2cccc(Br)c2)n1	1%	-0.5	0%	-7%	-2%	-3%	-5%	8
CCCN1C(=O)/C(=C/c2ccc(C)o2)SC1=Nc1ccc(OC)cc1	-1%	1.7	1%	-2%	0%	-12%	-1%	-1
COC(=O)/C=C1\NCCNC1=O	3%	0.0	1%	-6%	5%	0%	-3%	3
CS(=O)(=O)N(CC(=O)Nc1ccccc1C(=O)N1CCOCC1)c1cccc(F)c1	-2%	-4.9	0%	12%	1%	-32%	-1%	7
COc1ccc(Nc2cc(Nc3cccc(OC)c3)ncn2)cc1	-3%	-2.3	-3%	0%	-22%	3%	-5%	/
CCOC(=O)N1CCC(NC(=O)Cc2cn(C)c3ccccc23)CC1	6%	1.1	/	-2%	12%	-4%	-12%	-8
O=C(NC1CCCCC1)c1cccnc1Sc1ccccc1	-10%	-2.6	1%	3%	-9%	0%[57.1 µM]	-3%	0
COc1cc(/C=C2/NC(=O)NC2=O)cc(Br)c1OCc1ccccc1	13%	2.1	0%	4%	37%[activator]	3%	-5%	-3
CCCOc1ccc2ccccc2c1/C=N/n1c(C)nnc1-n1nc(C)cc1C	0%	-3.2	-3%	-11%	-27%	-1%	-2%	7
NC(=O)C1CCN(C(=O)CNC(=O)c2ccc(F)cc2)CC1	9%	1.5	1%	14%	2%	-14%	-7%	1
CCc1n[nH]c2c1/C(=N/O)CCC2	3%	-1.7	-2%	-10%	13%	7%	-1%	-8
C(=N\c1nc2ccccc2[nH]1)/c1cccs1	-4%	0.0	1%	10%	10%	-1%	-9%	/
COc1ccc(C(CC(=O)N2CCCC2)c2c(OC)cc(OC)c3ccc(=O)oc23)cc1 (stereo not drawn)	-15%	1.2	-2%	7%	-7%	-5%	-7%	-6
Cn1c(=O)c2c(ncn2CC(=O)N2CCc3ccccc3C2)n(C)c1=O	6%	-1.7	1%	7%	-3%	2%	-6%	0
COc1ccc(C=O)c2[nH]c3c(Cl)ncnc3c12	2%	-2.2	1%	11%	2%	2%	1%	3
O=C(C1=NNC2C(=O)N(c3ccccc3)C(=O)C12)c1nc(Cl)ccc1Cl (stereo not drawn)	-7%	-1.6	-2%	10%	-19%	3%	-14%	-13
Cc1nc2ccccc2c2oc(C(=O)N3CC(C)CC(C)C3)cc12 (stereo not drawn)	-6%	1.8	1%	3%	-6%	0%	-14%	0
O=C1CN(C(=O)COC(=O)/C=C/c2ccc(F)cc2)c2ccccc2N1	-12%	-0.2	0%	8%	-6%	-5%	-12%	-2
O=C1CC(C(=O)N2CCN(c3ccccn3)CC2)CN1Cc1ccccc1Cl (stereo not drawn)	5%	-0.9	0%	-6%	-4%	3%	0%	9
CC(=O)Nc1c(O)nc(SCC(=O)Nc2nnc(CC(C)C)s2)[nH]c1=O	5%	-1.4	2%	5%	-12%	4%	-12%	-1
O=C(CN1CCC(NC(=O)C2CC2)CC1)Nc1ccccc1[N+](=O)[O-]	15%	-1.0	-4%	-10%	8%	1%	1%	-5
Nc1nnc(N2CCCCC2)s1	1%	1.2	1%	9%	3%	-11%	-8%	/
COc1ccc(OC)c(N(CC(=O)O)S(=O)(=O)c2ccc(OC)c(OC)c2)c1	16%	1.8	1%	-1%	-2%	-14%	0%	/
CCCCCCCCN1C(=O)N(C)C(N(O)C(=O)NC)C1(C)C (stereo not drawn)	10%	-1.5	1%	-8%	-13%	4%	-5%	-1
N#CCC(=O)Nc1ccc(C(=O)OC(C(=O)Nc2cc(C(F)(F)F)ccc2Cl)c2ccccc2)cc1 (stereo not drawn)	-17%	-1.0	0%	-70%[inhibitor]	-24%	-22%	-2%	9
CC1(C(=O)N(CC(=O)NC2CCCC2)C2CCCC2)CC(=O)N=C2C=CC=CN21 (stereo not drawn)	0%	-2.2	-4%	15%	2%	7%	-8%	/

High-throughput results: PubChem, National Center for Advancing Translational Sciences (NCATS)

This is a subset (hit frequency here may not be typical).
